Assay outcomes from PubChem BioAssay.
hERG WT inh – KCNH2 (human, wildtype) channel inhibition | activity change, % at 1.84 µM | U2OS, BacMam KCNH2, thallium flux FluxOr; active compounds read low | 0.37% of 340,000 active | Q12809;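 active = maximum activity change below -70%; inconclusive = maximum activity change between -70% and -50%; inactive = maximum activity change above -50%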; note: % is set by controls: 0 for no effect and ±100 for the full control effect
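U2OS cells were transduced with wild-type KCNH2 virus (2.03 x 10^8 / mL) for 4 h at room temperature, then cultured overnight at 37 C. Thallium flux was read with FluxOr dye. Rate constants were normalized to DMSO controls.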
ELG1 DNA repair – inhibitors of ELG1-dependent DNA repair in HEK293T cells. HEK293T ELG1-luciferase reporter, luminescence, 16 h; DNA damage induced by 5-fluorouridine. Potency, µM (series often up to 46.1 µM), inactives show top-dose activity change, negative = inhibition, most hits filed as inhibitors. 2.3% of 330,000 active. AID 504467; note: potency is the fitted concentration of half-maximal effect; % is set by controls: 0 for no effect and ±100 for the full control effect; nearly all actives have a fitted effect of over 55% in size
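Step one: seed 2,000 cells per well. Step two: pin-transfer compound or DMSO alongside 5-fluorouridine. Step three: incubate 16 hr, 37 °C, 5% CO2. Step four: add ONE-Glo, wait 30 min, read luminescence.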
Mito fusion act – inhibitors of mitochondrial division or activators of mitochondrial fusion. S. cerevisiae fusion-defective mutant growth rescue, CellTiterGlo 48 h. Potency, µM (titrated, usually from 46.1 µM), for the others: at the top dose growth rescue (activation), usual class: activators. 0.23% of 320,000 active;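 note: potency is the fitted concentration of half-maximal effect; % of control where 0% means no effect; nearly all actives have a fitted effect of over 45% in size; temperature-sensitive fusion mutants such as fzo1-1 at 37 °C on non-fermentable ethanol glycerol medium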
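Compounds are tested for their ability to restore growth of mitochondrial fusion-defective yeast strains at non-permissive 37C in YPEG medium over 48 hours. Viability is quantified by luciferase luminescence.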
TSHR antag – human thyrotropin receptor antagonism; TSHR-expressing cells, TSH-stimulated cAMP HTRF, 2 h; active compounds read low; P16473; 0.2% of 330,000 active; activity change, negative = inhibition, % at 11.5 µM;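 active = activity change below a set negative limit, meaning inhibition stronger than a set level, cut at about -70% in these data; inconclusive = activity change between two set negative limits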; note: % is set by controls: 0 for no effect and ±100 for the full control effect
Target sequence (P16473 whole entry, looked up): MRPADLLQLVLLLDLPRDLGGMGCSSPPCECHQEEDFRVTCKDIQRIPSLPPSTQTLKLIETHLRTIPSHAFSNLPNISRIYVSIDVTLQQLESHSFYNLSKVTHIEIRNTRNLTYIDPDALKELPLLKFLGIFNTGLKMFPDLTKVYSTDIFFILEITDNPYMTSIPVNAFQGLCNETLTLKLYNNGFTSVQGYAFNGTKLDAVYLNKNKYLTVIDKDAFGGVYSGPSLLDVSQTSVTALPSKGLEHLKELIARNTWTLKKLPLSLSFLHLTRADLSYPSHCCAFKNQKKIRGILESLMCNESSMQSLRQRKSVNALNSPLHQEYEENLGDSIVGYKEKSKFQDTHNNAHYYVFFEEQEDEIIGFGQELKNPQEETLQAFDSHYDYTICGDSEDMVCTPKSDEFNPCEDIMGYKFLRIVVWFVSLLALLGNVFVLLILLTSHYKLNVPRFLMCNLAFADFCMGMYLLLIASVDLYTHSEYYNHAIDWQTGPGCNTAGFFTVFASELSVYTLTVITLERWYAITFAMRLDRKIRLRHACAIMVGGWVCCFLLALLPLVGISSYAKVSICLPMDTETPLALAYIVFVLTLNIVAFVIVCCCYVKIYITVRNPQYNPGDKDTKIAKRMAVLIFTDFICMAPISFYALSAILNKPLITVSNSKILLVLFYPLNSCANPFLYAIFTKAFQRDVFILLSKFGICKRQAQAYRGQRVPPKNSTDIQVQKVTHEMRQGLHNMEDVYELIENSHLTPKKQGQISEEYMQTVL
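Freshly harvested TSHR cells receive pin-tooled compound, then EC80 TSH at 4nM final. After 2 hours at 37 deg C, antibody in lysis buffer and cAMP-d2 are added; 30 minutes at ambient temperature precede the HTRF read.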
Eya2 phos inh – Eya2 (human) phosphatase inhibition; 0.006% of 330,000 active; Potency, µM (doses to about 76.9 µM), inactives show top-dose activity, negative = inhibition, most hits filed as inhibitors; AID 488837; recombinant Eya2, OMFP fluorescence dephosphorylation (OMFP is methylfluorescein phosphate); note: potency is the fitted concentration of half-maximal effect; % is set by controls: 0 for no effect and ±100 for the full control effect
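Eya2 protein (added as 0.2 uM solution) was preincubated with compound for 10 min at ambient temperature in 50 mM HEPES pH 7.5, 50 mM NaCl, 5 uM MgCl2, 0.05% BSA, 1 mM DTT. OMFP (added at 50 uM) then reacted 10 min; fluorescence read at 485/525 nm.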
USP2a inh – blocks human ubiquitin-specific protease USP2a | USP2 core, Ub-CHOP2 coupled fluorogenic reporter, 485/531 | AID 463254 | O75604 | Potency, µM (highest dose often 38.3 µM), for the others: at the top dose activity change, negative = inhibition, actives largely listed as inhibitors | 0.01% of 330,000 active;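 note: potency is the fitted concentration of half-maximal effect; plate controls were DMSO wells for no effect and full inhibition by NEM control for full effect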
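Deubiquitinase activity read as fluorescence (485/531 nm) after Ub-CHOP2 cleavage activates the enterokinase reporter on its substrate; USP2 core 10nM, Ub-CHOP2 and substrate 25nM each, 30min compound preincubation then 60min RT; data normalized to NEM, curves fitted.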
TRPV1 ag – agonists of human vanilloid receptor 1 (TRPV1); Q8NER1; TRPV1-expressing cells, Fluo-8 calcium influx, agonist mode; activation, % at 8.33 µM; 0.19% of 320,000 active; in the data active = activation above about 80%; inconclusive = between about 30% and that limit; note: 0% is about no effect
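TRPV1-expressing cells were cultured overnight at 35.5C and loaded with Fluo-8 calcium dye for 40 to 90 min at room temperature. After a 10 s baseline, compound was added and calcium influx was read kinetically for 3 min (ex 480/em 520 nm).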
KCNH2 3.1 inh – blocks the human KCNH2 3.1 channel isoform; U2OS KCNH2 3.1, thallium flux FluxOr; active compounds read low; activity change, % (tested at about 1.8 µM); 0.95% of 340,000 active; AID 720553;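 active = maximum activity change below -70%; inconclusive = maximum activity change from -70% to -50%; inactive = maximum activity change above -50%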;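 note: thallium influx rate constant from kinetic fluorescence after stimulation buffer; % is set by controls: 0 for no effect and ±100 for the full control effect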
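Thallium flux read-out: FluxOr dye with Red40 quencher in HBSS/HEPES, 45 min at RT. Rate constants from kinetic reads were normalized to positive and negative DMSO controls. Cells: U2OS virally expressing the 3.1 isoform.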
TCR act – activates T cell receptor signaling; primary human leukocytes, anti-CD3, IL-2 HTRF, 48 h; Potency, µM (doses to about 9.22 µM), without a hit: top-dose activation of IL-2 secretion, most hits filed as activators; 330,000 tested, under 10 active; AID 504894; note: % of control where 0% means no effect
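Primary human leukocytes incubated 48 hr with anti-CD3 beads plus compound, without co-stimulation. Secreted IL-2 measured by HTRF (europium cryptate/d2 anti-IL-2 pair, 320 nm excitation, 665 nm emission).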
A-T KAP1 phos – potential ataxia-telangiectasia treatment; Potency, µM (titrated, usually from 57.5 µM), for the others: at the top dose activation, most hits filed as activators; AID 485349; […] A-T fibroblasts, KAP-1 phosphorylation AlphaLISA; neocarzinostatin DNA damage 30 min before lysis; 0.19% of 320,000 active; note: potency is the fitted concentration of half-maximal effect; % of control where 0% means no effect; nearly all actives have a fitted effect of over 45% in size
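hTERT-immortalized A-T patient fibroblasts ([…]), 500 cells/well in OPTI-MEM, 1% FBS, got compounds for 60 min, then NCS for 30 min at 37C. Lysates were then assayed for phospho-KAP-1 by AlphaLISA (anti-pKAP1 donor, anti-KAP1 acceptor beads), 6 hr at 25C.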
Active calls of the source: *; ? = inconclusive; . = not tested or not shown; [ ] = remark or other dose. Unless noted, calls come from the whole dose curve; as a rule, active = well fitted curve in the direction sought with a large enough effect; inconclusive = small, poorly fitted or top-dose-only effect, or another doubt; inactive = no such curve, though single readings can be large; an effect the other way counts as inactive or inconclusive. This is a subset; count on the stated rates, not on these rows.

SMILES	hERG WT inh	ELG1 DNA repair	Mito fusion act	TSHR antag	Eya2 phos inh	USP2a inh	TRPV1 ag	KCNH2 3.1 inh	TCR act	A-T KAP1 phos
O=[N+]([O-])c1ccccc1N/N=C\c1ccccc1F	-2	?	-4%	2	5%	-6%	1	6	0%	-12%
CC(C)N1C(=O)CCC1C(=O)NCCc1ccc(Cl)cc1 (centres undefined)	-8	12%	-4%	14	1%	2%	-4	6	-2%	-34%
O=C(Nc1cc(F)ccc1F)C1CCCN(c2ncnc3c2nc2n3CCCCC2)C1 (centres undefined)	-7	?	10%	-11	4%	0%	26	2	-2%	-1%
COc1ccc(C2=NN(c3ccccc3)C(c3cccs3)C2)cc1 (centres undefined)	3	0%	?	-2	11%	2%	17	-3	-51%	30%
CS(=O)(=O)c1ccc2nc(NC(=O)CN3CCCCCC3)sc2c1	-12	10%	-6%	3	-9%	-2%	-1	6	2%	-2%
COc1nc(Nc2ccc(C(C)C)cc2)nc(OC)n1	3	?	1%	8	-16%	-3%	2	-6	2%[46.1 µM]	-4%
COc1ccccc1NC(=S)N(Cc1ccco1)Cc1cc2cccc(C)c2[nH]c1=O	-7	16µM*	14%	0	2%	1%	-1	-7	-6%	6%
CC(NC(=O)COC(=O)c1ccc2ccccc2n1)c1ccccc1 (centres undefined)	1	18%	.	-3	6%	1%	.	-3	-5%	0%
Cc1cc(C)cc(NC(=O)CN2CCC(NC(=O)c3ccccc3F)CC2)c1	-7	-25%	-3%	-12	-1%	-10%	-1	-3	.	-10%
Cc1cc(C(=O)N2CCN(S(=O)(=O)c3ccccc3)CC2)c(C)o1	0	14%	0%	0	2%	1%	1	1	6%	3%
Cc1nn(Cc2ccccc2)c(Cl)c1C(=O)OCC(=O)NC(=O)NC12CC3CC(CC(C3)C1)C2	-4	-21%	9%	8	-8%	1%	-3	-3	1%[46.1 µM]	-3%
Cc1cc2nc3n(c2cc1C)CC1CC(C(=O)NCC2CC2)N(C)C31 (centres undefined)	5	15%	-31%	24	12%	-1%	-1	8	-22%	28µM*
Cc1ccc2cc(CN(Cc3ccco3)C(=S)NCC3CCCO3)c(=O)[nH]c2c1 (centres undefined)	7	21µM*	8%	-3	-11%	1%	11	3	-2%	-6%
Cc1cccc(OCC(=O)Nc2nc3ccc([N+](=O)[O-])cc3s2)c1	-8	-1%	0%	-32	-22%	0%	-1	18	6%	-1%
CC1CCN(C(=S)NC(=O)c2ccccc2Br)CC1	-8	9%	-14%	-6	9%	4%	8	7	5%	-4%

Gathered by group: the entries above with four or more nitrogen atoms (4)
SMILES	hERG WT inh	ELG1 DNA repair	Mito fusion act	TSHR antag	Eya2 phos inh	USP2a inh	TRPV1 ag	KCNH2 3.1 inh	TCR act	A-T KAP1 phos
O=C(Nc1cc(F)ccc1F)C1CCCN(c2ncnc3c2nc2n3CCCCC2)C1 (centres undefined)	-7	?	10%	-11	4%	0%	26	2	-2%	-1%
COc1nc(Nc2ccc(C(C)C)cc2)nc(OC)n1	3	?	1%	8	-16%	-3%	2	-6	2%[46.1 µM]	-4%
Cc1nn(Cc2ccccc2)c(Cl)c1C(=O)OCC(=O)NC(=O)NC12CC3CC(CC(C3)C1)C2	-4	-21%	9%	8	-8%	1%	-3	-3	1%[46.1 µM]	-3%
Cc1cc2nc3n(c2cc1C)CC1CC(C(=O)NCC2CC2)N(C)C31 (centres undefined)	5	15%	-31%	24	12%	-1%	-1	8	-22%	28µM*

Further entries
SMILES	hERG WT inh	ELG1 DNA repair	Mito fusion act	TSHR antag	Eya2 phos inh	USP2a inh	TRPV1 ag	KCNH2 3.1 inh	TCR act	A-T KAP1 phos
CCn1cc(C2C(C(=O)Nc3ccc(Br)cn3)=C(C)NC3=C2C(=O)CCC3)c(C)n1 (centres undefined)	-1	6%	.	12	-1%	3%	-2	3	-1%[46.1 µM]	3%
Cc1ccc(C)c(NS(=O)(=O)c2c(C)[nH]c(C)c2C(=O)N2CCCCC2)c1	0	2%	9%	13	-5%	2%	4	8	7%	-6%
[O-][n+]1onc2c1CCc1c-2nn(-c2ccccc2Cl)[n+]1[O-]	-3	?	-3%	20	21%	7%	-2	1	4%	5%
C[n+]1ccc(/C=C/c2cccs2)cc1	6	?	-1%	-12	-3%	0%	-3	12	9%	-5%
Cc1ccc(-c2cc(-c3ccccc3)c(C#N)c(Br)n2)cc1	2	9%	0%	11	-37%	-7%	1	-2	1%[46.1 µM]	-2%
COc1cc(/C=C(\C#N)C(=O)Nc2ccc(SC(F)F)cc2)cc(OC)c1OC	-6	4%	-6%	-11	0%	-2%	0	-7	3%	-2%
COc1ccc(S(=O)(=O)N2CC3C4C=CC(C4)C3C2)cc1 (centres undefined)	6	-7%	1%	-6	4%	0%	.	5	2%	13%
CCC(=O)Nc1nnc(-c2ccncc2)s1	5	-1%	-1%	-6	-5%	2%	-1	0	-3%	-6%
COc1ccc(OC)c(C2CC(=O)NC(SC)=C2C#N)c1 (centres undefined)	7	20%	-3%	-32	-17%	0%	.	-3	-6%	2%
CC1CCN(S(=O)(=O)c2ccc(C(=O)Nc3nnc(C4=COCCO4)o3)cc2)CC1	-19	?	3%	-7	-1%	-4%	-5	1	4%	-8%
N#C/C(=N\Nc1ccccc1[N+](=O)[O-])C(=N)N1CCCCC1	1	?	4%	-12	?	-1%	-1	18	2%	-4%
O=Cc1cn(-c2ccccc2)nc1-c1ccc(F)cc1	-9	?	3%	1	-5%	-2%	?	-14	-8%	7%
CCOc1ccccc1NC(=O)COC(=O)/C=C/c1ccc(OC)c(OC)c1	-3	?	9%	-5	-29%	8%	4	-29	0%	-2%
O=C(Nc1ccc(Nc2ccccc2)cc1)c1ccc(Cl)c([N+](=O)[O-])c1	-5	-2%	-17%	-26	13%	0%	11	-18	-3%	1%
Cc1ccc(/C(O)=C2\C(=O)C(=O)N(C)C2c2ccc([N+](=O)[O-])cc2)cc1 (centres undefined)	-4	?	-2%	0	-8%	-1%	-3	-3	-5%	2%

An excerpt from above with just hERG WT inh.
Compound	hERG WT inh
O=C(Nc1ccc(Nc2ccccc2)cc1)c1ccc(Cl)c([N+](=O)[O-])c1	-5
Cc1ccc(/C(O)=C2\C(=O)C(=O)N(C)C2c2ccc([N+](=O)[O-])cc2)cc1 (centres undefined)	-4

Following part:
SMILES	hERG WT inh	ELG1 DNA repair	Mito fusion act	TSHR antag	Eya2 phos inh	USP2a inh	TRPV1 ag	KCNH2 3.1 inh	TCR act	A-T KAP1 phos
Nn1c(Cc2cccc3ccccc23)n[nH]c1=S	.	-7%	0%	-6	5%	0%	6	11	-1%	-1%
COc1cc(C(=S)N2CCOCC2)ccc1OC(=O)/C=C/c1ccco1	2	-19%	-1%	27	4%	-9%	4	4	0%	-6%
CCCCn1c(N)c(N(CC)C(=O)COc2ccc(C#N)cc2)c(=O)[nH]c1=O	-1	16%	.	-3	-1%	4%	.	20	-5%	9%
CN1CCN(C(=O)Nc2cccc(-c3ccccc3)c2)CC1	4	-5%	4%	-1	3%	2%	1	-6	-3%	-12%
CCc1ccc(C(C)NC(=O)/C=C/c2ccc(Br)cc2)cc1 (centres undefined)	-6	?	4%	-15	-10%	1%	?	16	.	0%
CC(=O)NC1=NN(C(C)=O)C(C)(CCS(=O)(=O)c2ccc(Br)cc2)S1 (centres undefined)	34	3%	-4%	0	10%	4%	-4	6	-1%[46.1 µM]	11%

Random excerpt: 4 entries already listed.
SMILES	hERG WT inh	ELG1 DNA repair	Mito fusion act	TSHR antag	Eya2 phos inh	USP2a inh	TRPV1 ag	KCNH2 3.1 inh	TCR act	A-T KAP1 phos
COc1cc(C(=S)N2CCOCC2)ccc1OC(=O)/C=C/c1ccco1	2	-19%	-1%	27	4%	-9%	4	4	0%	-6%
CS(=O)(=O)c1ccc2nc(NC(=O)CN3CCCCCC3)sc2c1	-12	10%	-6%	3	-9%	-2%	-1	6	2%	-2%
C[n+]1ccc(/C=C/c2cccs2)cc1	6	?	-1%	-12	-3%	0%	-3	12	9%	-5%
COc1ccc(S(=O)(=O)N2CC3C4C=CC(C4)C3C2)cc1 (centres undefined)	6	-7%	1%	-6	4%	0%	.	5	2%	13%
